# Tau FP inhib – tau fibrillization inhibition (FP) | P10636 | K18 P301L tau heparin fibrillization, Alexa594 FP, 6 h | Potency, µM (titrated, usually from 57.7 µM), for the others: top-dose activity, negative = inhibition, actives largely listed as inhibitors | 280,000 tested, 0.39% active | AID 1468; also: % is scaled to controls: 0 for no effect and ±100 for the full control effect; nearly all actives have a fitted effect of over 55% in size
# Target sequence (P10636 561-689 P618L limits assumed): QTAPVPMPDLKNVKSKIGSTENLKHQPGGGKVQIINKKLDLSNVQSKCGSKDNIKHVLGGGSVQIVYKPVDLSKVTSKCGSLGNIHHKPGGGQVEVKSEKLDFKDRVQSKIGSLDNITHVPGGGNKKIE
#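 Human tau K18 […] P301L fragment, 15 uM unlabeled plus 0.24 uM Alexa 594-labeled tau (final), with compound and 20 uM heparin in 100 mM sodium acetate pH 7; 6 hr at 37 C, then Alexa 594 FP read.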
# TexasRed fluor – counter-screen for TRb-SRC2 inhibitors: fluorescence interference; TRb/SRC2 Texas Red total fluorescence interference; Potency, µM (series often up to 106 µM), for the others: top-dose fluorescence change, negative = quenching; 280,000 tested, 0.29% active; AID 1479; active = well fitted curve in either direction with a large enough effect; inconclusive = small, poorly fitted or top-dose-only effect; also: % is scaled to controls: 0 for no effect and ±100 for the full control effect
#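 Human TRb ligand-binding domain at 0.6 uM with 20 nM Texas Red SRC2 peptide in Tris buffer containing 1 uM T3 and 5% DMSO, incubated with compound 5 h at ambient temperature. Total fluorescence (555/632 nm) calculated as parallel + 2 × perpendicular.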
# Tau fluor cs – counter-screen for tau fibril formation inhibitors | tau K18 P301L Alexa594 fluorescence, heparin fibrillization | Potency, µM (titrated, usually from 57.7 µM), for the others: at the top dose activity change, negative = decrease | 280,000 tested, 0.93% active; also: % is scaled to controls: 0 for no effect and ±100 for the full control effect; nearly all actives have a fitted effect of over 55% in size
#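 Human K18 P301L tau (15 uM unlabeled plus 0.24 uM Alexa 594-labeled, final) in 100 mM sodium acetate pH 7 was mixed with compound and 20 uM heparin and incubated 6 hr at 37 C.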
# RECQ1 helicase – inhibitors of human RECQ1 DNA helicase; P46063; RECQ1 DNA unwinding, red fluorescence kinetic read; 240,000 tested, 0.54% active; Potency, µM (titrated, usually from 57.3 µM), for inactives: at the highest dose activity, negative = inhibition, hits mostly inhibitors;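 also: plate controls were vehicle for no effect and no enzyme for full effect; nearly all actives have a fitted effect of over 30% in size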
#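 50 nM RECQ1T1 preincubated 15 min with compound in Tris pH 8.0 buffer with MgCl2, DTT, Tween-20 and 2.5 ug/ml poly(dI-dC); started with 200 nM TAMRA/BHQ-2 forked duplex and 2 mM ATP. Unwinding read as fluorescence (525/598 nm), two reads 2 h apart.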
# Tau fibril ThT – inhibitors of human tau fibril formation, thioflavin T binding. AID 1460. 270,000 tested, 2.1% active. Potency, µM (titrated, usually from 57.4 µM), without a hit: at the top dose activity, negative = inhibition, actives largely listed as inhibitors. P10636. recombinant tau K18 P301L (four-repeat tau fragment), heparin-induced fibrillization, ThT fluorescence; also: % is scaled to controls: 0 for no effect and ±100 for the full control effect; nearly all actives have a fitted effect of over 55% in size
#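 In this qHTS, human K18 P301L tau is incubated with compound and heparin for 6 hr at 37 C, and Thioflavin T fluorescence then reports fibril load.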
# TRb SRC2 PPI – disrupts binding of human TR beta to SRC2. Potency, µM (titrated, usually from 106 µM), for inactives: at the highest dose activity change, negative = inhibition, most hits filed as inhibitors. TRbeta-SRC2 peptide binding, fluorescence polarization; receptor liganded with 1 µM T3. 280,000 tested, 0.065% active. AID 1469;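 also: plate controls were bound peptide for no effect and peptide without receptor for full effect; nearly all actives have a fitted effect of over 50% in size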
#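 Decrease in fluorescence polarization of 20 nM Texas Red SRC2 coactivator peptide flagged inhibition of its binding to 0.6 uM TRb LBD; 1 uM T3 included, incubation 5 hr, ex 555/em 632 nm.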
# HTT cytoprotect – Huntington cell model cytoprotection by ATP luminescence. Potency, µM (top dose mostly 56.4 µM), for the others: cytoprotection (ATP increase), most hits filed as activators. PC12 HTT-Q103 induced, cytoprotection, ATP luminescence, 40 h. 230,000 tested, 0.14% active;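 also: % of control where 0% means no effect; nearly all actives have a fitted effect of over 45% in size; toxic huntingtin expression switched on by the ecdysone agonist tebufenozide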
#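 PC12 cells with ecdysone-inducible HTT exon 1 Q103-GFP, induced with 100 nM tebufenozide and co-treated with library compounds in a dose series (1536-well, 1500 cells/well). Cytoprotection read as ATP content by ATPlite luminescence.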
# L3MBTL1 inh – L3MBTL1 (human) inhibition | Q9Y468 | AlphaScreen L3MBTL1–H3K9me1 peptide binding | Potency, µM (titrated, usually from 57.1 µM), inactives show at the top dose activity, negative = inhibition, usual class: inhibitors | 230,000 tested, 0.66% active | AID 485360; also: % is scaled to controls: 0 for no effect and ±100 for the full control effect; nearly all actives have a fitted effect of over 60% in size
# Target sequence (Q9Y468 whole entry, looked up): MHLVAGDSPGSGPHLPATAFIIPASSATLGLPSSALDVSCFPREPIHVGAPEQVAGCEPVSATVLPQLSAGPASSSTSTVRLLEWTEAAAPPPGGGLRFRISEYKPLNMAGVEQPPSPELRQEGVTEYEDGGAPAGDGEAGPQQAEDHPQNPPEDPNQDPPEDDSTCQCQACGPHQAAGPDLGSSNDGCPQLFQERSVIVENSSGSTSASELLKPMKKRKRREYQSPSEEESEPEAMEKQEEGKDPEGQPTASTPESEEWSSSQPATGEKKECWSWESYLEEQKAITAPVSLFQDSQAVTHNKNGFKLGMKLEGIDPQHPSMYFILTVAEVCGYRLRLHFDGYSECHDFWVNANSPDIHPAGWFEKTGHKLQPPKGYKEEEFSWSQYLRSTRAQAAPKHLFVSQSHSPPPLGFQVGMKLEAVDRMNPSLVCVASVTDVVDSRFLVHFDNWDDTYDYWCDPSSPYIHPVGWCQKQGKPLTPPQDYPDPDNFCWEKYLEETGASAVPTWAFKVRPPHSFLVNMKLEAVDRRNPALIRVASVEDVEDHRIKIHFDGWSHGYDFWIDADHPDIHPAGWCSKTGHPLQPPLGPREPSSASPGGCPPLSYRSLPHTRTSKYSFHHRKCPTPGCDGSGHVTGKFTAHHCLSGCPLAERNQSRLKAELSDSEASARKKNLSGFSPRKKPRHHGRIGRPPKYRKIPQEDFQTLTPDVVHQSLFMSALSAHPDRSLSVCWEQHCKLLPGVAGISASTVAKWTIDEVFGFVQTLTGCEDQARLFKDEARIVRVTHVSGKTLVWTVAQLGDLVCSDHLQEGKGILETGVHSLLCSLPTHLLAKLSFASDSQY
#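 L3MBTL1 50 nM + b-AHA-H3(1-15)K9me1 75 nM, 30 min RT; compound added, 30 min RT; streptavidin donor/Ni-chelate acceptor beads 10 ug/mL each final, 30 min RT dark; AlphaScreen read.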
# Numbers without * were called inactive; i = inactive; u = inconclusive; x = no result given; & = joins results of further samples; [ ] = dose if it differs, or a comment. Unless noted, calls follow the shape of the dose curve; as a rule, active = well fitted curve in the direction sought with a large enough effect; inconclusive = small, poorly fitted or top-dose-only effect, or another doubt; inactive = no such curve, though single readings can be large; an effect the other way counts as inactive or inconclusive. Potency is read from the fitted curve at half-maximal effect.
# Screens in order: Tau FP inhib | TexasRed fluor | Tau fluor cs | RECQ1 helicase | Tau fibril ThT | TRb SRC2 PPI | HTT cytoprotect | L3MBTL1 inh
O=C(Nc1ccc2c(c1)OCO2)c1ccc2c(c1)OCO2
    -5% | 3% | -23% | -3% | u | 2% | -27%[10 µM] | -3%
c1ccc(-c2nc3ccccc3s2)nc1
    -2% | -7%&-1% | 2% | 10%&-7% | 5% | -4%&9% | -29% | 14%
COc1ccc(-n2c(=O)c3c(c4cc(OC)ccc4n3C)n(Cc3c(F)cccc3Cl)c2=O)cc1
    4% | -1% | 6% | x | 13% | 0% | x | x
Cc1nnc(SCc2cc(=O)oc3cc(O)ccc23)n1Cc1ccccc1
    -1% | -2% | -4% | -8% | -3% | 6% | 25%[10 µM] | 3%
COc1ccc(C(C(=O)NCC2CCCO2)N(C(=O)CNC(=O)c2cccs2)c2ccccc2)cc1OC (centres undefined)
    -4% | 0% | -6% | 3% | -7% | -3% | 6%[10 µM] | 3%
COC(=O)c1c(NC(=O)CN2CCC(C(N)=O)CC2)c2c(C)cccc2n1C
    0% | 1% | 1% | -2% | -10% | 0% | -3%[0.074 µM] | 8%
CCNc1nc2c(c(=O)n(C)c(=O)n2C)n1CC(O)COc1ccccc1 (centres undefined)
    9% | -8% | 5% | x | 2% | 4% | x | x
COc1ccc(C(=O)Nc2cc(OC)c(Cl)cc2Cl)cc1
    u | -1% | -1% | -14% | 2% | 0% | 5%[10 µM] | -18%
COc1ccc(C)cc1-n1c(-c2ccc(Cl)cc2)cc2c1CC(C)(C)CC2=O
    -3% | -3% | -13% | x | -17% | 5% | x | x
C/C=C\C(=O)Nc1cccc(C2=NOC3(C2)C[C@@H](C(N)=O)N(C(=O)CCCCC)C3)c1 (some centres undefined)
    -2% | 1% | -9% | i | -11% | -4% | -18%[10 µM] | x
COc1ccc([N+](=O)[O-])cc1N
    x | -4%[201 µM] | x | 2% | x | 0%[201 µM] | -20% | x
O=C(O)c1cnc(-c2ccccc2)nc1Sc1ccc(Cl)cc1
    1% | -1% | -2% | -1% | -4% | -1% | -10% | 1%
CNc1cc([N+](=O)[O-])ccc1N/C=C/C(=O)c1ccc2c(c1)OCO2
    8% | -7% | -27% | i | 3.5µM* | -1% | x | -7%
COc1ccc(CN(C)CCc2ccccn2)cc1OC
    4% | -2% | -6% | -4% | -12% | 8% | -13%[10 µM] | -27%
CC(C)(C)C(=O)N1N=C(c2cccc(NS(C)(=O)=O)c2)CC1c1cccs1 (centres undefined)
    2% | -3% | -16% | -22% | -1% | 0% | u | x
O=C(COC(=O)c1cc(-c2ccccn2)nc2ccccc12)Nc1ncc(C(F)(F)F)cc1Cl
    -4% | -1% | 5% | i | 11% | -10% | 7%[10 µM] | x
CCc1ccc(OCC(=O)Nc2cc3oc4ccccc4c3cc2OC)cc1
    -4% | -21% | -12% | x | -13% | 3% | x | x
CC12COC3(P(=O)(c4ccccc4)c4ccccc4)CC1CCC23CP(=O)(c1ccccc1)c1ccccc1 (centres undefined)
    -10% | -1% | -6% | -9% | -13% | -10% | -6% | -5%
Cn1c(=O)c2c(SCC(=O)N3CCCc4ccccc43)nc(CC(C)(C)C)nc2n(C)c1=O
    5% | -8% | 3% | i | -3% | -3% | 2%[10 µM] | -6%
COc1cc(NC(=O)Cc2ccccc2)c(C(=O)O)cc1OC
    -6% | -1% | -12% | i | -7% | -1% | 14%[10 µM] | 3%
O=C(NN=C1c2ccccc2-c2ccccc21)c1ccccc1
    u | -6% | -22% | u | 22µM* | -3% | -9% | 3.2µM*
CC(=O)N1[C@H](C)C=C[C@]1(Cc1ccccc1)C(=O)NCc1ccccn1
    -8% | -5% | -10% | -6% | -10% | 1% | -6% | x
COc1ccc(OC)c(C2CC(=O)C3=C(C2)NC(=O)CC3c2ccc(O)c(OC)c2)c1 (centres undefined)
    7% | -2% | -1% | -9% | 0% | -19% | -20%[0.074 µM] | -2%
COc1ccc(C(=O)NC(Nc2ccc(C)cc2)C(Cl)(Cl)Cl)cc1 (centres undefined)
    11% | 0% | u | -23% | -3% | 1% | 14%[10 µM] | -3%
Cc1ccc(CN2CCN(CC(=O)NCc3ccc(Cl)cc3)C2=O)cc1
    -2% | 1% | -12% | -4% | -6% | -1% | -17%[10 µM] | x
CC(C)C[C@H](NC(=O)OC(C)(C)C)c1n[nH]c(=S)n1N
    3% | 2% | 8% | -1% | 2% | -6% | 3%[0.074 µM] | 2%
CSc1cccc(NC(=O)c2cccc(N3CCCS3(=O)=O)c2)c1
    -2% | -2% | -19% | x | -10% | -1% | x | x
COc1ccc(C(=O)NCC(=O)OCC(=O)N2CCN(S(=O)(=O)c3ccccc3)CC2)cc1
    u | 1% | -3% | -5% | -1% | -1% | 5%[0.074 µM] | 5%
Cc1ccc(C)c(/C(O)=C2\C(=O)C(=O)N(CCCn3ccnc3)C2c2cccnc2)c1 (centres undefined)
    -2% | 2% | -2% | -2% | -12% | 1% | 25%[10 µM] | 6%
O=C(O)c1cc(NCc2ccccc2)ccc1N1CCOCC1
    -12% | -1% | -8% | -1% | -9% | 7% | 8% | x
CN(C)C(=O)c1ccc(-c2ccc3ncnc(NCc4cccnc4)c3c2)cc1
    -1% | -6% | -6% | -7% | -4% | -3% | -13% | x
CCCSC1=C(C#N)C(c2ccc(OC)cc2)C2=C(CC(C)(C)CC2=O)N1 (centres undefined)
    -3% | -3% | -8% | -1% | 1% | 8% | -11% | -2%
CC(=O)c1cccc(NC(=O)C2CCN(S(=O)(=O)c3cccs3)CC2)c1
    -3% | 0% | -15% | 1% | -14% | 4% | 15% | x
CCOc1cc(CN2CCSCC2)ccc1O
    -2% | -1% | 0% | -1% | -13% | -22% | -7%[10 µM] | 8%
O=C(NC12CC3CC(CC(C3)C1)C2)c1ccc(S(=O)(=O)N2CCOCC2)cc1
    -16% | 0% | -15% | -18% | -8% | -5% | -33% | 8%
c1ccc(CC2CCN(c3nnnn3-c3ccccc3)CC2)cc1
    -8% | -3% | -17% | -35% | u | -6% | 3%[10 µM] | 17%
Oc1cccc(C(Nc2nccs2)c2ccc3cccnc3c2O)c1 (centres undefined)
    u | -2% | u | -9% | u | 1% | -106%[inhibitor] | u
O=c1cc(CSc2n[nH]c(-c3ccccc3)n2)[nH]c2ccccc12
    -2% | -1% | -3% | x | -8% | -4% | x | x
CC(C)c1ccc(NC(=O)c2cc(S(=O)(=O)NCCc3ccccc3)ccc2F)cc1
    u | -2% | u | x | -1% | 10% | x | x
O=C(N/N=C/c1ccco1)c1ccc2nc[nH]c2c1
    -9% | 5% | -13% | -4% | -16% | -2% | 0%[10 µM] | -2%
CCOc1ccc(CCNS(=O)(=O)c2cccc3nsnc23)cc1OCC
    -7% | -6% | 3% | i | 5% | -4% | -13%[0.074 µM] | x
Cc1ccc(NC(=O)CN2C(=O)NC(C)(CCc3ccccc3)C2=O)cc1 (centres undefined)
    -7% | -2% | -17% | -6% | -5% | 1% | -9% | -7%
Cc1ccccc1Cn1ccc(=NCc2ccccc2)cc1
    -7% | -5% | -1% | -1% | -2% | 7% | x | -6%
Cc1ccc(-n2c(SCC(=O)Nc3ccc4c(c3)OCCO4)nnc2-c2ccco2)cc1
    7% | -2% | -19% | -5% | -11% | -10% | 7% | x
Cc1csc(=Nc2cccnc2)n1Cc1ccco1
    -9% | -5% | -16% | i | -11% | -1% | u | x

# Record cards, as listed above. Values in the order: Tau FP inhib | TexasRed fluor | Tau fluor cs | RECQ1 helicase | Tau fibril ThT | TRb SRC2 PPI | HTT cytoprotect | L3MBTL1 inh
# CCOc1ccc(CCNS(=O)(=O)c2cccc3nsnc23)cc1OCC is listed as -7% | -6% | 3% | i | 5% | -4% | -13%[0.074 µM] | x
# c1ccc(CC2CCN(c3nnnn3-c3ccccc3)CC2)cc1 is listed as -8% | -3% | -17% | -35% | u | -6% | 3%[10 µM] | 17%

# (more compounds)
# Screens in order: Tau FP inhib | TexasRed fluor | Tau fluor cs | RECQ1 helicase | Tau fibril ThT | TRb SRC2 PPI | HTT cytoprotect | L3MBTL1 inh
O=C1[C@@H]2CSCN2C(=O)CN1CCc1cccc(F)c1
    -2% | 0% | 3% | i | -5% | -1% | 6% | 2%
CC(C)C(NC(=O)CSc1ccc(Cl)cc1)C(C)C
    5% | -1% | -15% | -4% | -14% | 0% | -9% | x
COC(=O)C(C)Oc1ccc2c(-c3cccc([N+](=O)[O-])c3)cc(=O)oc2c1 (centres undefined)
    3% | -5% | -8% | -1% | -2% | -4% | 4% | 1%
COc1cc(S(=O)(=O)Nc2cccc(C(=O)O)c2)c(OC)cc1Cl
    -6% | 5% | -1% | i | 0% | -5% | -8% | x
COc1ccc(C(=O)NCCCn2ccnc2)cc1[N+](=O)[O-]
    6% | -6% | -19% | 20% | x | 7% | 6%[10 µM] | x
CCOC(=O)c1c(CCl)nc2ccccc2c1C
    11% | -4% | 5% | -7% | 0% | -4% | -22% | -7%
CCC(=O)N1CCN=C1SCc1ccc(F)cc1
    3% | -3% | -3% | -6% | -9% | -18% | 14% | x
CN(C)S(=O)(=O)N1CCCN(S(=O)(=O)N(C)C)CC1
    -4% | 0% | -1% | -4% | 1% | 6% | 18% | 5%
CCN1CCCC1CN(Cc1cc2cc(C)cc(C)c2[nH]c1=O)C(=O)Nc1ccccc1OC (centres undefined)
    -6% | -4% | -1% | -15% | -14% | -4% | -15% | -1%
C/C(=N\Nc1ncc(Cl)cc1Cl)c1ccccn1
    15% | 1% | 1% | -18% | u | 5% | -155%[inhibitor] | -23%
O=[N+]([O-])c1ccccc1NC(=S)N/N=C/c1ccc(O)c(O)c1
    2% | -13% | u | u | 5.6µM* | 1% | -77%[inhibitor] | u
CC(C)C[C@H](N)c1nnc(SCc2ccc(Cl)cc2Cl)o1
    2% | 3% | -11% | x | -13% | 0% | x | x
CCC(=O)Nc1ccc2c(c1)C(=O)c1ccccc1C2=O
    1% | -23% | -19% | i | u | -1% | -56%[inhibitor] | 6%
CCCn1c(Nc2ccccc2)nc2ccccc21
    10% | -7% | -9% | i | 2% | -4% | -17% | x

# Screens (PubChem)

# Only part of the results is shown (hit frequency here may not be typical).
